From PubChem
CSM14.1 death rescue – protection against thapsigargin-triggered cell killing – 384-well, CSM14.1, ATP luminescence, primary screen (AID 1222); CSM14.1 thapsigargin-induced death rescue, ATP luminescence; higher % means a stronger effect; cellular ATP content (survival), % at 20 µM; hits with a dose series show EC50 in µM; 190,000 tested, under 10 active;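 active = EC50 below 50 µM in the dose-response confirmation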;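 also: death triggered by thapsigargin at about 15 µM added after 2 h compound pretreatment; cell ATP read after overnight thapsigargin exposure of roughly 18 to 22 hours; normalized against plate controls of thapsigargin alone and 5% DMSO vehicle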
Ins promoter up – MIN6 insulin promoter up-regulation. z-score at 5 µM. 190,000 compounds, 0.3% hits. MIN6 insulin promoter-GFP reporter, high-content imaging; stronger effect = higher value. AID 1625;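 active = z-score above 3 at 5 µM with at least 500 cells counted in the well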
T cell HTS – modulates CD8 T cell binding to vesicles; 2C CD8+ T cell-vesicle binding, flow cytometry; stronger effect = lower value; calls only at 7 µM; 330,000 compounds, 0.068% hits;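 active = response, share of CD8 T cells binding vesicles, and their 90th percentile fluorescence all below set limits, cut at about 80% in these data, passing the limit was not always enough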
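Incubation: binding step 1.5 h, 37 °C, antibody labelling 20 min, ice; system: murine 2C transgenic CD8+ T lymphocytes; technique: cytometric PE anti-B7-1 and Alexa647 anti-CD8 signals after 1% paraformaldehyde fixation; also added: QL9-charged Drosophila Ld/ICAM-1/B7-1 vesicles; control set: naked versus QL9-loaded vesicles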
b-catenin transl – beta-catenin nuclear translocation modulation; HeLa beta-catenin nuclear translocation, immunofluorescence imaging; nuclear translocation activity, % at 5 µM; 190,000 compounds, 0.3% hits; AID 1665;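 active = nuclear translocation activity above 50% at 5 µM, with a well cell count of 50 or more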;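 also: per-cell ratio of nuclear to cytoplasmic median beta-catenin stain intensity; plate controls were DMSO negative control for no effect and GSK-3 inhibitor IX positive control for full effect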
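Test system: HeLa cells, endogenous beta-catenin; Compound: single 5 µM dose plus 0.02–20 µM confirmation series; Times: compound exposure 24 h at 37°C; Signal: fluorescence imaging of beta-catenin antibody stain plus DAPI; Read-out: % activation, nuclear-to-cytoplasmic median beta-catenin signal ratio per cell.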
Autophagy HCS – autophagy modulation, high-content screen. AID 463193. calls only at 10 µM (by protocol). 190,000 compounds, 0.98% hits. MEF GFP-LC3 puncta imaging; test concentration mostly 10 µM;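 active = percentage of spot-positive cells more than 3 SD above its plate mean, without a fluorescence outlier flag or 80% toxicity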;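 also: spot-positive cell cutoff set from DMSO-treated cells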
MT stabilize HCS – microtubule stabilizers in HeLa cells | HeLa tubulin immunostaining HCS, 24 h; share of cells brighter than vehicle mean+2SD | % tubulin-high responders, % at 10 µM | 200,000 compounds, 0.83% hits;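 active = plate Z-score above 3 for both tubulin-high and condensed-nucleus cell shares, with cell loss under 80%, at 10 µM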;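 also: anti alpha tubulin signal scored within the nucleus-defined area of each cell; some results filed as inactive read as strong as hits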
Salmonella PhoP GFP – inhibitors of PhoP regulon expression, primary screen, Salmonella Typhimurium, GFP reporter (AID 1863); S. Typhimurium PhoP-regulated promoter GFP reporter, 4 h; higher % means a stronger effect; 300,000 compounds, 0.16% hits; inhibition, % at 50 µM, or IC50 in µM where a hit was titrated;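 active = inhibition over 29.93%, a cutoff 3 SD above the screen mean, later confirmed by dose response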;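 also: 0% = low Mg2+ inducing control and 100% = high Mg2+ repressing control; strong numbers were not always called active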
Lipid droplet – modulators of hepatic lipid droplet formation. AML12 mouse hepatocytes, oleate lipid droplets, BODIPY imaging. inhibition, % at 6.5 µM. AID 1656. 240,000 compounds, 0.4% hits;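 active = lipid droplet intensity inhibited by at least 50%, with more than 500 cells counted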
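Assay system: AML12 mouse liver cells | Compound: 6.5 µM single-point dosing | Schedule: Overnight exposure | Technique: Fluorescence imaging, 20x objective, two fields per well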
Dynein transport – blocks dynein driven cargo transport along microtubules | 3617.4 mouse cells, GR-EGFP nuclear translocation imaging; test concentration mostly 20 µM; stimulated with dexamethasone, 1 µM; stronger effect = lower value | 220,000 compounds, 0.47% hits | z-score, hits read low | AID 1381;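 active = plate z-score of nuclear minus cytoplasmic receptor signal below a set negative limit, without overly bright fluorescence or cell loss, cut at about -3.5 in these data, passing the limit was not always enough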;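 also: z-score of nuclear minus cytoplasmic ring GR-EGFP intensity difference per well; some compounds called inactive have numbers as strong as hits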
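Medium: Induction medium lacking tetracycline, stripped serum | Probe or stimulus: 1.0 µM final dexamethasone stimulus | Schedule: 48 h induction, then 1 h compound, then 30 min agonist, 37 °C | Signal: Automated 10x imaging of fixed Hoechst-stained cells | Evaluation: Per-cell GR-EGFP intensity, nucleus versus surrounding cytoplasmic ring, well-averaged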
Dynein transport cytoplasmic EGFP – further read-out of Dynein transport, marked with its call; z-score; measured here: cytoplasmic GR-EGFP intensity; stronger effect = higher value
Dynein transport nuclear GR-EGFP – also measured in Dynein transport; calls as there; z-score; measured here: nuclear GR-EGFP intensity;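 lower value marks the stronger effect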
Dynein transport cell count – further read-out of Dynein transport, marked with its call; z-score; measured here: cell count per field
Ins promoter up cell count – further read-out of Ins promoter up, marked with its call; cell count; measured here: cytotoxicity, nuclei count;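 total cells summed across four imaged fields per well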
Lipid droplet cells 6.5 µM – recorded beside Lipid droplet, whose call it bears; cell count; measured here: cell count, cytotoxicity flag;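 cells counted across two imaged fields per well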
b-catenin transl cell count 5 µM – also measured in b-catenin transl; calls as there; cell count; measured here: cell count, cytotoxicity flag
T cell HTS vesicle-bound % – further read-out of T cell HTS, marked with its call; double positive events, %; measured here: CD8+ vesicle-bound cell fraction;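 binding gate set so that unloaded-vesicle control wells show 10% double positive cells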
MT stabilize HCS Hoechst-high % – recorded beside MT stabilize HCS, whose call it bears; % Hoechst-high responders; measured here: nuclear condensation Hoechst responders;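 share of cells brighter than vehicle mean plus two SD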
MT stabilize HCS cytotoxicity % – recorded beside MT stabilize HCS, whose call it bears; toxicity, %; measured here: cytotoxicity by cell density;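 0% = mean cell density of plate MIN control wells and 100% = no cells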
Autophagy HCS cell loss 18 h – further read-out of Autophagy HCS, marked with its call; toxicity, %; measured here: cell loss, nuclei count;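 cell loss after 18 h compound exposure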
Starred values were filed as active, the others as inactive; i = inactive; / = not tested or not shown; + = active, no number.

SMILES | CSM14.1 death rescue | Ins promoter up | Ins promoter up cell count | T cell HTS | T cell HTS vesicle-bound % | b-catenin transl | b-catenin transl cell count 5 µM | Autophagy HCS | Autophagy HCS cell loss 18 h | MT stabilize HCS | MT stabilize HCS Hoechst-high % | MT stabilize HCS cytotoxicity % | Salmonella PhoP GFP | Lipid droplet | Lipid droplet cells 6.5 µM | Dynein transport | Dynein transport cytoplasmic EGFP | Dynein transport nuclear GR-EGFP | Dynein transport cell count
C/C(=N\NC(=O)c1ccccc1O)c1c(O)cc(C)oc1=O | -1.8% | 0.43 | 1506 | i | 21 | -1.3 | 1383 | i | -37 | 2.3 | 1.3 | 11 | -8% | / | / | 0.39 | -0.19 | 0.78 | 1.8
Cc1ccc(C(=O)Cn2nc(C(=O)O)c3ccccc3c2=O)cc1C | / | 0.72 | 1332 | i | 18 | 1.6 | 1246 | / | / | / | / | / | -8% | 26 | 737 | 0.86 | 0.056 | 0.36 | -0.46
COc1cc(NC2c3ccccc3C(=O)N2Cc2ccccc2Cl)cc(OC)c1OC (stereo unspecified) | / | -0.36 | 1007 | i | 27 | 0.9 | 1327 | / | / | / | / | / | 7% | -4 | 752 | 0.71 | -0.23 | 0.78 | -0.27
CCOC(=O)CSC(C)C(=O)Nc1nnc(C(C)C)s1 (stereo unspecified) | -2.3% | 0.97 | 1161 | i | 22 | -1.6 | 1098 | i | -3 | 3.3 | 3.7 | 2.6 | 9% | -3 | 772 | 0.48 | -0.07 | 0.56 | -0.28
COc1ccc(S(=O)(=O)NC(CC(=O)O)c2ccco2)cc1 (stereo unspecified) | -2.2% | -0.21 | 1230 | i | 54 | -0.6 | 539 | i | 14 | 3.7 | 2.1 | 2.3 | -3% | -2 | 745 | -0.79 | 0.37 | 0.19 | 0.67
CC(=O)Nc1nonc1-c1nc2ccccc2n1CC1CC1 | -0.4% | -0.23 | 1245 | i | 23 | / | / | i | -10 | 3.2 | 2.5 | 25 | 3% | -6 | 767 | -0.21 | 1.1 | 0.12 | 1.1
Cc1ccc(C)c(NC(=S)N=Nc2c(O)n(C)c3ccc(S(=O)(=O)N4CCOCC4)cc23)c1 | 2.0% | -0.06 | 1259 | i | 29 | -2.2 | 1047 | i | 2 | 2.8 | 3.6 | 2.2 | -17% | 12 | 643 | -1.2 | -0.21 | -0.42 | 1.2
COc1ccc(S(=O)(=O)N2CCCCC2)cc1NS(=O)(=O)c1ccccc1F | -1.5% | -0.38 | 1333 | i | 21 | -4.2 | 1083 | i | 7 | 2.7 | 1.8 | 3.5 | -6% | -4 | 659 | 0.88 | -0.14 | 0.45 | -1.2
NC(=O)CC(NC(=O)Cc1cccc2ccccc12)c1ccc(NCCOc2ccccc2)c([N+](=O)[O-])c1 (stereo unspecified) | / | -0.44 | 978 | i | 33 | 1.4 | 1411 | / | / | / | / | / | 1% | 7 | 744 | 0.87 | -0.42 | 0.38 | -0.45
C=CCN(CC=C)C(=S)NC(=O)Cc1cccc2ccccc12 | 2.6% | -0.06 | 1482 | i | 55 | -1.6 | 925 | i | 11 | 3.1 | 1.5 | 5.6 | 2% | -2 | 739 | 0.023 | -0.31 | 0.05 | 1
CC1Cc2ccccc2N1C(=O)COC(=O)c1ccc(S(=O)(=O)N(C)C)cc1 (stereo unspecified) | -2.0% | -0.01 | 1554 | i | 16 | -8.1 | 940 | i | 2 | 2.0 | 0.8 | 3.6 | 32% | / | / | -0.45 | -0.14 | -0.35 | 0.77
Cc1ccc(/C=C/C(=O)O)cc1S(=O)(=O)N1CCCCC1 | / | / | / | i | 38 | 0.5 | 1255 | / | / | / | / | / | -3% | -9 | 657 | -0.62 | -0.16 | -0.4 | -0.24
COc1nc(N(C)S(=O)(=O)c2ccc(C)cc2)nc(C)c1Cl | -1.4% | 0.59 | 1286 | i | 44 | -2.3 | 1110 | i | 3 | 3.6 | 1.8 | 0.1 | -6% | / | / | -1.5 | -0.22 | -0.38 | 0.83
CC(=O)c1cn(-c2ccc(Cl)cc2)c(=O)n(Cc2ccc(Br)cc2)c1=O | -0.4% | -0.6 | 1263 | i | 38 | -2.1 | 1166 | i | 9 | 9.9 | 2.2 | 9.7 | 0% | -14 | 669 | 0.29 | -0.27 | 0.46 | 0.8
CCN(CC)c1ccc(NC(=O)COC(=O)CSc2ccc(Br)cc2C)cc1 | -4.2% | 0.45 | 1159 | i | 32 | -1.1 | 544 | i | 27 | 3.3 | 3.0 | 1.9 | -8% | 1 | 712 | 0.09 | -0.22 | 1.2 | -0.58
CCOC(=O)c1cc2oc(C)cc2n1CC(=O)OC1CCCCC1 | -3.0% | -0.86 | 1285 | i | 19 | / | / | i | -9 | 2.9 | 1.4 | 5.1 | 0% | 7 | 713 | -0.8 | -0.25 | -0.33 | -0.81
Cc1ccc2nc(Cl)c(C3CC(c4ccco4)=NN3S(C)(=O)=O)cc2c1 (stereo unspecified) | / | 0.08 | 1398 | i | 12 | 1.2 | 1289 | / | / | / | / | / | -5% | -2 | 741 | -1.2 | -0.18 | -0.77 | 0.4
COc1ccc(Nc2nc(-c3sc(N)nc3C)cs2)cc1 | / | -0.31 | 1136 | i | 57 | 2.0 | 967 | i | -5 | 1.2 | 1.0 | 2.6 | 8% | -5 | 719 | -0.13 | -0.21 | 0.13 | 0.54
COC(=O)c1sc2nc(C)nc(SCC(=O)N3CCC(C(=O)O)CC3)c2c1C | -0.6% | 0.47 | 1109 | i | 4 | 1.3 | 1001 | i | -5 | 1.4 | 1.5 | 3.6 | -4% | -5 | 709 | -0.073 | -0.35 | -0.51 | -0.49
COc1ccc(N2CCN(Cc3nc4c(c(=O)[nH]c(=O)n4C)n3Cc3cccc(Cl)c3)CC2)cc1 | / | -1.9 | 1050 | i | 51 | -1.3 | 1212 | / | / | / | / | / | -8% | -6 | 724 | -0.027 | -0.74 | 0.36 | -0.36
Cc1csc(NC(=O)c2ccc3c(=O)n4c(nc3c2)CCCCC4)n1 | -2.4% | -0.7 | 1339 | i | 57 | -0.3 | 1030 | i | 6 | 3.4 | 3.7 | 3.5 | -19% | -4 | 655 | -0.59 | -0.2 | -0.079 | 0.31
c1ccc2c3c(c(CN4CCCCC4)cc2c1)COC3 | / | 0 | 1044 | i | 40 | 0.1 | 1311 | / | / | / | / | / | / | -1 | 681 | -0.47 | -0.79 | -0.47 | 0.22
OC(CNCc1ccc(Cl)cc1)(c1ccccc1)c1ccc(F)cc1 (stereo unspecified) | -0.8% | / | / | i | 52 | 2.6 | 1006 | + | -6.2* | 2.0 | 2.9 | 2.2 | 3% | -1 | 697 | 0.12 | -0.046 | 0.46 | -2.1
CCN(CC)S(=O)(=O)c1cccc(NC(=O)COC(=O)CCC(=O)c2ccc(F)cc2)c1 | -3.4% | 0.02 | 1332 | i | 39 | -2.1 | 1236 | i | 3 | 2.6 | 2.0 | 4.7 | 18% | 4 | 637 | -0.13 | -0.31 | -0.48 | 0.47
Nc1nc2ccccc2cc1S(=O)(=O)c1ccccc1 | / | -1 | 1376 | i | 5 | -4.0 | 1109 | i | -7 | 5.0 | 1.3 | 6.8 | 7% | 0 | 688 | -0.69 | -0.31 | -0.59 | 1
COc1cccc(NC(=O)C(=S)NC2CCCCC2)c1 | -3.0% | -1.3 | 1682 | i | 56 | 2.9 | 900 | i | 8 | 1.7 | 1.1 | 8.0 | -1% | 16 | 653 | -1.3 | -0.18 | -0.31 | 0.39
Cc1ccc(-c2csc3nc(-c4ccncc4)[nH]c(=O)c23)cc1 | / | -0.84 | 1152 | i | 24 | 2.3 | 1207 | / | / | / | / | / | -10% | 10 | 712 | -0.12 | -0.7 | -0.38 | -0.23
Cc1cc(Oc2ccc(C)c(Cl)c2)nc(SCC(=O)c2ccccc2)n1 | -2.1% | -0.07 | 1199 | i | 14 | 1.3 | 928 | i | -3 | 2.0 | 4.0 | 4.9 | -1% | -36 | 713 | -0.72 | -0.32 | -0.64 | 1
Cc1ccc(S(=O)(=O)Cn2nnnc2CN2CCN(Cc3ccc4c(c3)OCO4)CC2)cc1 | 0.3% | / | / | i | 45 | -3.6 | 991 | i | 3 | 2.6 | 1.3 | 11 | 9% | / | / | -0.38 | -0.16 | -0.28 | 0.54
